From PubChem BioAssay
NTR1 ag: agonists of NTR1, primary screen, imaging, U2OS cells, beta-arrestin-GFP, high content (AID 493036) | Neurotensin receptor type 1 (Homo sapiens), P30989 | NTR1-U2OS beta-arrestin-GFP spot imaging, agonist mode | activation, % at 20 µM | actives 0.17% (n = 330,000);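 active means activation at or above 40% of the spot to cytoplasm intensity ratio, with at least 20 cells analyzed; inconclusive means wells under 20 cells, flagged as cytotoxic or low count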;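 further: 0% = DMSO without peptide and 100% = 100 nM NTR1 peptide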
Target sequence (P30989 whole entry, looked up): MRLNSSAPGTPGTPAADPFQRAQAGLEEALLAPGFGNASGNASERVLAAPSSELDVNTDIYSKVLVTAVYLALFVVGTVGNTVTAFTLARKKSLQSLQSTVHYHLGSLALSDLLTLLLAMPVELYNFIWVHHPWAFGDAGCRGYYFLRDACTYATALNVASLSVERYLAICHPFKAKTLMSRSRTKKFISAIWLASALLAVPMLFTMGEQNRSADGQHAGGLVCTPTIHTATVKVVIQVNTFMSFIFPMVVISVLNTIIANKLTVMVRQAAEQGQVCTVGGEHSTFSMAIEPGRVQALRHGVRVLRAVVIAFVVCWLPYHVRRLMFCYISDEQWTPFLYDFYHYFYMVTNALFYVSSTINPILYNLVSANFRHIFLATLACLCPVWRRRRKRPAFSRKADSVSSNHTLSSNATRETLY
West Nile antiviral: West Nile virus antiviral activity, cell-based, CPE readout (AID 1621); West Nile virus-infected cells, CPE inhibition; higher % means a stronger effect; CPE inhibition, % at 10 µM, or IC50 in µM where a hit was titrated; actives 0.02% (n = 290,000); in the data active means a potency from the dose series; inconclusive means CPE inhibition mostly from about 3.7% at the one dose, without a potency; inactive means the rest, 99 in 100 with CPE inhibition below about 2.2%; further: strong numbers were not always called active
MgcRacGAP inhibition: MgcRacGAP GTPase-activating activity inhibitors, confirmation, biochemical, ADP Hunter fluorescence. AID 624330, 2012. actives 0.6% (n = 340,000). one-dose inhibition, % at 30 µM; IC50 in µM for titrated hits. MgcRacGAP-stimulated Rac1 GTP hydrolysis, ADP Hunter fluorescence; higher % means a stronger effect; GST-tagged Rac1 F28L mutant substrate. Rac GTPase-activating protein 1 (Homo sapiens);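 active means first-screen hits whose inhibition reached a set limit at any dose in the follow-up dose series; inconclusive means inhibition above the set first-screen limit but never retested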;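 further: fluorescence reports GDP produced by GAP-driven GTP hydrolysis; strong numbers were not always called active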
RSV antiviral HEp-2: RSV antiviral activity via CPE protection, HEp-2 cells, primary 10 µM value included (AID 2391); actives 0.13% (n = 310,000); HEp-2 cells, RSV-induced CPE inhibition; higher % means a stronger effect; CPE inhibition, % at 10 µM, or IC50 in µM where a hit was titrated; in the data active means a potency from the dose series; inconclusive means CPE inhibition mostly from about 23% at the one dose, without a potency; inactive means the rest, 99 in 100 with CPE inhibition below about 21%; further: strong numbers were not always called active
K1F lysis inhibition: inhibition of K1F phage lysis, E. coli UTI89, bacterial capsule biogenesis inhibitors, alamar blue (AID 488966); inhibition, % at 100 µM, or IC50 in µM where a hit was titrated; actives 0.02% (n = 340,000); E. coli UTI89 K1F phage lysis, alamar blue, 2 h; higher % means a stronger effect;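 active means phage lysis inhibition, versus mean bacterial control, above a set limit; inconclusive means no clear call, values can overlap the other calls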;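 further: capsule biogenesis inhibitors block K1F phage lysis so surviving cells raise fluorescence; higher fluorescence means more inhibition of phage lysis; actives were called in the ten point dose series up to 300 µM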
SV40 large T antigen: SV40 large T antigen inhibitors, biochemical (AID 1903) | actives 0.39% (n = 310,000) | one-dose inhibition, % at 20 µM; IC50 in µM for titrated hits | SV40 large T antigen ATPase/helicase inhibition assay; higher % means a stronger effect; in the data active means a potency from the dose series; inconclusive means inhibition mostly from about 32% at the one dose, without a potency; inactive means the rest, 99 in 100 with inhibition below about 32%; further: strong numbers were not always called active
Siah-1 displacement: Siah-1 peptide-binding antagonists, primary screen, biochemical, fluorescence polarization, rhodamine-plectin, uHTS (AID 1817); E3 ubiquitin-protein ligase SIAH1 (Homo sapiens); Siah-1 / rhodamine-plectin peptide fluorescence polarization; higher % means a stronger effect; displacement, % at 20 µM; hits with a dose series show IC50 in µM; actives 0.02% (n = 290,000);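 active means displacement of at least 50% at 20 µM, with a fluorescence ratio check between 0.3 and a set limit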;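 further: plate controls were Siah plus tracer with DMSO for no effect and tracer alone without Siah for full effect; strong numbers were not always called active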
AID2073: inhibitors of Mint1-CaV2.2 protein interaction, biochemical, HTRF (AID 2073). Voltage-dependent N-type calcium channel subunit alpha-1B (Homo sapiens). HTRF protein-protein interaction, Mint1-CaV2.2; higher % means a stronger effect. inhibition, % at 20 µM; hits with a dose series show IC50 in µM. actives 0.19% (n = 290,000); in the data active means inhibition mostly above about 51%, no sharp cut-off; inconclusive means no clear call, values can overlap the other calls; inactive means mostly below about 53%; further: some results filed as inactive read as strong as hits
NS5 inhibitors: Dengue-2 NS5 methyltransferase inhibitors, primary screen, biochemical, confirmation dose response (AID 588689); Genome polyprotein (Dengue virus type 2 (strain 16681-PDK53)); Dengue-2 NS5 methyltransferase capping enzyme assay, biochemical; higher % means a stronger effect; inhibition, % at 25 µM, or IC50 in µM where a hit was titrated; actives 0.3% (n = 340,000); in the data active means a potency from the dose series; inconclusive means inhibition above about 29% without an active follow-up result
NTR1 ag cell count 20 µM: also measured in NTR1 ag; calls as there; cell count; measured here: cell count, cytotoxicity flag
NS5 inhibitors pilot replicate: recorded beside NS5 inhibitors, whose call it bears; inhibition, %; measured here: pilot screen replicate inhibition
Active calls of the source: *; ? = inconclusive; nt = no result given; [ ] = another dose, or the depositor's remark. Compounds as they come (roughly 1.6% active in at least one column).

SMILES	NTR1 ag	NTR1 ag cell count 20 µM	West Nile antiviral	MgcRacGAP inhibition	RSV antiviral HEp-2	K1F lysis inhibition	SV40 large T antigen	Siah-1 displacement	AID2073	NS5 inhibitors	others
COc1ccc(N(CC(=O)Nc2ccc(OC)c(OC)c2)S(=O)(=O)c2ccccc2)cc1Cl	-0.4	71	-0.9%	12%	0.2%	0.2%	4%	1%	-6%	1%
COc1ccc(C2/C(=C(/O)c3ccc4c(c3)CC(C)O4)C(=O)C(=O)N2CCN2CCOCC2)cc1 (stereo not drawn)	-0.5	51	0.0%	9%	-0.3%	0.9%	2%	4%	?	0%
COc1ccc(-c2csc3ncnc(Sc4nnnn4C)c23)cc1	1.3	53	nt	9%	nt	1.2%	nt	nt	nt	-4%
CN(C)c1ccc(-c2nc3cc(N)ccc3o2)cc1	2.5	63	-1.2%	10%	?	0.9%	22%	0%	?	nt
COc1ccc(-c2nc3ccccc3[nH]2)cc1	-0.2	53	-0.8%	10%	-0.9%	1.8%	18%	5%	2%	1%
CC(C(=O)NCCCc1ccccc1)c1ccc([N+](=O)[O-])cc1 (stereo not drawn)	0.1	93	-0.2%	4%	4.3%	1.5%	10%	0%	-12%	-6%
NNc1nc2c(-c3cccc(C(F)(F)F)c3)nnn2c2ccccc12	13	99	-0.6%	7%	14%	0.7%[50 µM]	2%	-5%	23%	-38%
O=C(O)CC1NC(=O)N(c2ccccc2)C1=O (stereo not drawn)	-2.6	81	-0.1%	nt	nt	nt	-1%	1%	1%	nt
COc1ccc(-c2nnc(-c3ccccc3O)o2)cc1	0.6	97	-0.7%	nt	6.7%	0.0%	21%	3%	18%	4%
CCC(C)NC(=O)CSc1nc2c(sc3ccccc32)c(=O)n1CCCN1CCOCC1 (stereo not drawn)	-0.5	61	-0.3%	1%	-0.4%	-0.7%	6%	-6%	-11%	4%	NS5 inhibitors pilot replicate=2.7

Arranged by formula weight (high to low): some entries from above.
SMILES	NTR1 ag	NTR1 ag cell count 20 µM	West Nile antiviral	MgcRacGAP inhibition	RSV antiviral HEp-2	K1F lysis inhibition	SV40 large T antigen	Siah-1 displacement	AID2073	NS5 inhibitors	others
NNc1nc2c(-c3cccc(C(F)(F)F)c3)nnn2c2ccccc12	13	99	-0.6%	7%	14%	0.7%[50 µM]	2%	-5%	23%	-38%
CC(C(=O)NCCCc1ccccc1)c1ccc([N+](=O)[O-])cc1 (stereo not drawn)	0.1	93	-0.2%	4%	4.3%	1.5%	10%	0%	-12%	-6%
COc1ccc(-c2nc3ccccc3[nH]2)cc1	-0.2	53	-0.8%	10%	-0.9%	1.8%	18%	5%	2%	1%

Other results:
SMILES	NTR1 ag	NTR1 ag cell count 20 µM	West Nile antiviral	MgcRacGAP inhibition	RSV antiviral HEp-2	K1F lysis inhibition	SV40 large T antigen	Siah-1 displacement	AID2073	NS5 inhibitors	others
COc1ccc2c(C(=O)CN3CCN(c4ccccc4)CC3)c[nH]c2c1	-7.5	86	-1.0%	4%	0.8%	7.5%	11%	4%	-4%	-11%
S=c1[nH]nc(C2CCCCC2)n1/N=C/c1ccncc1	-0.9	95	0.1%	14%	-0.2%	0.4%	4%	-3%	2%	-3%
Cc1ccc(SC(C)C(=O)Nc2ccncc2)cc1 (stereo not drawn)	4.8	46	0.3%	6%	-0.8%	2.6%	5%	6%	-1%	-2%
O=C(NNC(=S)NC(=O)c1ccccc1[N+](=O)[O-])c1ccccc1Cl	0.3	48	-0.6%	7%	-0.4%	-1.5%	21%	-4%	-16%	-5%
O=C(N/N=C/C=C/c1ccco1)C(O)c1ccccc1 (stereo not drawn)	0.6	50	-0.1%	22%	0.7%	0.0%	nt	nt	nt	-1%
Cc1noc(/C=C/N(C)C)c1S(=O)(=O)N1CCC(C(=O)O)CC1	2.1	54	0.4%	5%	0.6%	-0.5%	?	1%	12%	-3%
COc1cc(/C=N/NC2=NC(C)(C)Cc3ccccc32)cc(OC)c1OC	0.3	47	-0.2%	0%	-0.7%	-0.8%	15%	0%	-20%	nt
O=C(Cn1cc(C(F)(F)F)cc(Cl)c1=O)Nc1cccc(S(=O)(=O)N2CCCCC2)c1	5.2	93	nt	3%	3.8%	0.1%[50 µM]	nt	nt	nt	0%
C=CCn1c(/N=C/c2ccc3c(c2)OCO3)nc2ccccc21	2.1	56	-0.1%	6%	2.6%	-1.7%	1%	-1%	14%	1%
O=C(NCCN1CCOCC1)c1cc(S(=O)(=O)Nc2ccccc2F)c(Cl)cc1Cl	1.6	58	0.4%	-3%	1.3%	0.5%	14%	6%	5%	4%
O=C(Cc1ccc(Nc2nc(=S)[nH]c3ccccc23)cc1)NC1CCCCC1	12	49	0.0%	nt	2.7%	nt	0%	0%	14%	nt
COc1cc(/C=C/C(=O)CC(=O)/C=C/c2ccc(O)c(OC)c2)ccc1O	8.3	55	?	28%	2.0%	-6.3%	17%	23%	62%	-1%
O=C(N/N=C/c1ccc[nH]1)c1ccc(O)cc1	0.5	49	0.1%	5%	1.5%	-0.3%	21%	0%	38%	nt
CN(Cc1ccccc1)C(=O)CCNC(=O)Cn1cnc2ccccc2c1=O	-1.3	53	-0.3%	9%	-0.2%	-1.0%	-1%	-9%	9%	-6%
COc1ccc(C)cc1NC(=O)CN(c1ccc(F)cc1)S(C)(=O)=O	0.5	77	-0.8%	1%	2.2%	0.0%	15%	1%	6%	-4%
COc1cccc(OC)c1C(=O)Nc1c(C(=O)N2CCN(C)CC2)oc2ccccc12	-0.7	66	-0.2%	-9%	1.8%	0.3%	2%	0%	7%	0%
c1ccc(-c2nnc(C3CC(c4ccncc4)=NO3)o2)cc1 (stereo not drawn)	-0.4	52	1.4%	5%	1.2%	1.6%	12%	nt	nt	0%
C/C(=N\NC(=O)C1(C)CC1(Br)Br)c1cccc(NC(=O)C2CCC2)c1 (stereo not drawn)	4.3	71	-0.2%	2%	12%	1.6%[50 µM]	9%	2%	-4%	-1%
Cc1[nH]n(-c2ccccc2)c(=O)c1/C=N/NC(=O)c1ccccc1F	1.5	81	?	19%	1.8%	0.1%	20%	-3%	14%	-7%
CCC(C)Nc1nc(N)c([N+](=O)[O-])c(NC2CCCCC2)n1 (stereo not drawn)	20	49	1.7%	4%	4.7%	-0.1%	-4%	-2%	20%	-4%

Entries from the list above with a COOH group:
SMILES	NTR1 ag	NTR1 ag cell count 20 µM	West Nile antiviral	MgcRacGAP inhibition	RSV antiviral HEp-2	K1F lysis inhibition	SV40 large T antigen	Siah-1 displacement	AID2073	NS5 inhibitors	others
O=C(O)CC1NC(=O)N(c2ccccc2)C1=O (stereo not drawn)	-2.6	81	-0.1%	nt	nt	nt	-1%	1%	1%	nt
Cc1noc(/C=C/N(C)C)c1S(=O)(=O)N1CCC(C(=O)O)CC1	2.1	54	0.4%	5%	0.6%	-0.5%	?	1%	12%	-3%

(continued)
SMILES	NTR1 ag	NTR1 ag cell count 20 µM	West Nile antiviral	MgcRacGAP inhibition	RSV antiviral HEp-2	K1F lysis inhibition	SV40 large T antigen	Siah-1 displacement	AID2073	NS5 inhibitors	others
CCOc1ccc(NC(=O)COC(=O)c2cc(S(=O)(=O)N3CCCC3)ccc2C)cc1	0.8	67	nt	3%	2.2%	0.7%[50 µM]	nt	nt	nt	-2%
O=C(CS(=O)(=O)Cc1ccccc1)NCc1ccc2c(c1)OCO2	-0.6	94	0.4%	9%	0.7%	0.4%	1%	1%	-4%	-6%
O=C(Cn1ccc(C(F)(F)F)n1)NNC(=O)c1ccco1	1.9	67	nt	3%	0.6%	0.5%[50 µM]	nt	nt	nt	3%
Cc1ccc(C2(c3noc(CN(C)CC4CCCCO4)n3)CCCC2)cc1 (stereo not drawn)	3.7	62	-1.0%	8%	1.7%	0.8%	12%	2%	-6%	-5%
O=S(=O)(Nc1ccc(-c2csc(-c3ccccc3)n2)cc1)c1ccccc1	23	41	1.4%	7%	?	-4.5%	5%	11%	18%	-4%
CN1C(=O)N(c2ccc(Cl)cc2)C(C)(O)CC1(C)C (stereo not drawn)	nt	nt	0.6%	5%	-0.1%	1.9%[50 µM]	0%	7%	0%	-7%
Cc1ccccc1OCCNC(=S)Nc1ccccc1	-0.2	44	0.1%	3%	-0.7%	0.7%	6%	9%	-11%	-3%
CCCSC1=NN2CCCC(=O)N=C2S1	0.6	75	-0.2%	11%	0.9%	0.1%	1%	-5%	-6%	1%
COCCCNC(=O)c1ccc2nc3ccccc3c(=O)n2c1	1.0	64	-0.1%	-1%	0.7%	-0.5%	2%	2%	?	2%
COc1ccc(C2C(C#N)=C(N)Oc3n[nH]c(C)c32)cc1Cn1cc([N+](=O)[O-])cn1 (stereo not drawn)	-1.8	63	0.2%	5%	0.2%	0.0%	14%	0%	3%	nt
C=CCOc1ccc(/C(CC)=N/O)cc1OC	1.4	49	0.2%	3%	?	0.8%	3%	0%	-3%	-7%
COCC(=O)NNC(=O)Cc1ccc(Cl)cc1	-1.4	81	1.0%	6%	0.5%	0.1%	27%	-2%	9%	-2%
CC(C)Cc1cc(C(=O)O)c2ccccc2n1	-1.3	52	0.9%	-3%	-1.4%	0.8%	nt	nt	nt	-8%
Cc1c(N(C)C(=O)COc2ccc3ccccc3c2)c(=O)n(-c2ccccc2)n1C	0.2	46	0.1%	10%	0.3%	-0.1%	-1%	-6%	3%	7%
COCC(C)NC(=O)C(C)Oc1ccccc1 (stereo not drawn)	-0.6	69	-0.7%	4%	1.9%	4.7%	5%	1%	-4%	-7%
Cc1cccc(N(C(=O)CNC(=O)c2ccco2)C(C(=O)NC2CCCCC2)c2cccnc2)c1 (stereo not drawn)	1.7	44	-0.1%	7%	0.1%	-0.1%	15%	9%	-2%	-3%
COc1cc(OC)cc(-c2c(-c3cccs3)c3cc(-c4ccc(N(C)C)nc4)ccc3n2C)c1	3.0	62	nt	0%	0.5%	0.6%	nt	nt	nt	2%
Cc1ccc([C@H]2C(C(=O)O)=CC[C@@H](c3cccs3)N2S(=O)(=O)c2ccc(C)cc2)cc1	-1.2	52	nt	5%	nt	0.1%	nt	nt	nt	5%	NS5 inhibitors pilot replicate=-0.9
Cc1cc(=O)oc2cc(OCc3ccc(C(=O)N4CCN(c5ccc([N+](=O)[O-])cc5)CC4)cc3)ccc12	nt	nt	-1.9%	12%	nt	0.1%	8%	20%	26%	-3%
COc1ccc(NC(=O)C2CCCN2C(=O)OCc2ccccc2)c(OC)c1 (stereo not drawn)	-1.4	41	0.1%	9%	2.7%	3.0%	-2%	2%	-1%	3%
